High-throughput results: PubChem, Southern Research Specialized Biocontainment Screening Center
PhoP GFP inhibition: PhoP regulon inhibitors, Salmonella typhi PhoP promoter GFP reporter, confirmatory (AID 1850); 310,000 compounds, 0.33% hits; inhibition, % at 50 µM; hits with a dose series show IC50 in µM; Salmonella Typhi PhoP-promoter GFP reporter, fluorescence, 4 h; higher % means a stronger effect; in the data active means a potency from the dose series; inconclusive means inhibition mostly from about 25% at the one dose, without a potency; inactive means the rest, 99 in 100 with inhibition below about 19%;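 further: 0% = induced wells with vehicle and 100% = uninduced wells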
H37Rv inhibition: M. tuberculosis growth inhibition, HTS (AID 449762); 330,000 compounds, 0.59% hits; M. tuberculosis H37Rv growth inhibition, 7H9 media; higher % means a stronger effect; inhibition, % at 25 µM, or IC50 in µM where a hit was titrated; in the data active means a potency from the dose series; inconclusive means inhibition above about 70% without an active follow-up result;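 further: bacterial growth assessed after seven days of incubation; strong numbers were not always called active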
tuberculosis growth: growth inhibition of non-replicating M. tuberculosis (AID 488890) | 320,000 compounds, 0.39% hits | Mycobacterium tuberculosis non-replicating, growth inhibition; higher % means a stronger effect | inhibition, % at 25 µM; hits with a dose series show IC50 in µM; in the data active means a potency from the dose series; inconclusive means inhibition mostly from about 82% at the one dose, without a potency; inactive means the rest, 99 in 100 with inhibition below about 76%;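 further: plate controls were DMSO cells for no effect and high antibiotic wells for full effect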
inhibitors of VEEV: inhibitors of VEEV TC-83 cytopathic effect, confirmation, Vero cells (AID 588727); Vero cells, VEEV TC-83 cytopathic effect inhibition; higher % means a stronger effect; inhibition, % at 20 µM; hits with a dose series show IC50 in µM; 350,000 compounds, 0.13% hits; in the data active means a potency from the dose series; inconclusive means inhibition mostly from about 14% at the one dose, without a potency; inactive means the rest, 99 in 100 with inhibition below about 12%; further: strong numbers were not always called active
influenza NS1A: H1N1 influenza NS1A inhibitors, functional cell based assay (AID 504329). inhibition, % at 12.5 µM; hits with a dose series show IC50 in µM. NS1A functional cell-based assay, percent inhibition; higher % means a stronger effect. 340,000 compounds, 0.3% hits; in the data active means a potency from the dose series; inconclusive means inhibition above about 27% without an active follow-up result; further: strong numbers were not always called active
inhibitors of VEEV 10K pilot screen: further read-out of inhibitors of VEEV, marked with its call; inhibition, %; measured here: 10K pilot screen inhibition
The depositor's hits bear a star; i = inactive; u = inconclusive; x = not tested or not shown. This is a random part of the collection (roughly 1.5% active in at least one column).

SMILES	PhoP GFP inhibition	H37Rv inhibition	tuberculosis growth	inhibitors of VEEV	influenza NS1A	others
CCCN1CN=C(NS(=O)(=O)c2ccc(C)cc2)NC1	-16.1%	-11.4%	-17.3%	1.1%	5.5%
Cc1nn(-c2ccc(F)cc2)c(C)c1/C=C/C(=O)N1CCNC(=O)C1	2.3%	-4.7%	8.0%	i	-11.3%
CCOc1ccc(CCN2C(=S)N([C@@H](CC(C)C)CN3CCCC3CN3C(=S)NC[C@@H]3Cc3ccc(O)cc3)C[C@@H]2Cc2ccccc2)cc1 (some centres undefined)	x	x	x	i	-9.9%
COc1ccc(-c2ccc(C#N)c(SCC(=O)NCCc3ccccc3)n2)cc1OC	-5.0%	8.9%	9.0%	i	1.5%
CCOCCn1c(CN2CCN(C)CC2)nc2c1c(=O)n(C)c(=O)n2C	-6.3%	-0.9%	-22.7%	i	-3.8%
CC(=O)c1ccc(NC(=O)c2cnn3c(C(F)F)cc(C4CC4)nc23)cc1	-8.6%	x	-7.6%	0.6%	-0.9%
COC(=O)C1=C(C)N(C)C(C)=C(C(=O)OC)C1c1ccccc1C	-3.3%	1.8%	16.4%	1.3%	-0.9%
COc1ccc2c(c1OC)C(=O)N(c1ccc(OCc3ccccc3)cc1)C2=O	-10.9%	7.9%	-11.3%	1.2%	-11.6%
CCCNC(=O)CSc1n[nH]c(=O)n1CCc1ccccc1	-15.7%	7.7%	-18.3%	0.2%	-2.0%
O=C(COc1ccc(Cl)cc1Cl)NC(=S)Nc1ccc(CN2CCOCC2)cc1	-4.2%	-1.0%	62.3%	2.8%	x
COc1cc2c(cc1O)C(Cc1ccc(O)cc1)NCC2 (centres undefined)	1.8%	-3.3%	-4.4%	0.1%	-6.5%
CC1=CC(c2ccc(Cl)cc2)n2ncnc2N1 (centres undefined)	-7.4%	-4.4%	2.5%	5.6%	-13.1%
CSc1nc2ccc(Nc3nc(N4CCOCC4)nc(N4CCOCC4)n3)cc2s1	9.0%	12.0%	26.5%	i	1.8%
COc1cc(NC(=O)c2ccccc2[N+](=O)[O-])ccc1NC(=O)c1cc2ccccc2o1	-5.0%	46.4%	7.9%	7.2%	2.4%
CCCCN(CC)CCNC(=O)c1cc2c(=O)[nH]c3ccc(C)cc3c2s1	5.3%	1.3%	23.4%	7.7%	-2.4%
CCCc1ccc(OCc2ccc(C(=O)O)o2)c(OC)c1	-4.2%	-3.8%	-13.2%	0.5%	-0.3%	inhibitors of VEEV 10K pilot screen=1.0
COC(=O)C1=C(C)N(C)C(=O)NC1c1c(O)ccc2ccccc12 (centres undefined)	-3.7%	1.7%	7.7%	1.5%	-4.7%
COc1ccc(C(=O)Nc2ccc(-c3cn4ccsc4n3)cc2)cc1S(=O)(=O)N1CCOCC1	-2.2%	0.8%	2.7%	2.0%	4.1%
N=c1n(CC(=O)c2ccc(Br)s2)c2ccccc2n1Cc1ccccc1	51.8µM*	u	u	i	-0.1%
O=c1[nH]c(/C=C2\C=Nc3ccccc32)c(O)n1Cc1ccccc1F	4.0%	-0.6%	-5.5%	9.1%	8.2%
COc1cc(/C=N/NC(=O)c2ccccc2O)ccc1OC(=O)CC1SC(=O)NC1=O (centres undefined)	-0.1%	-2.3%	17.3%	i	1.4%
Cc1cccc(Nc2nc(Cl)ncc2F)c1C	-4.8%	-5.4%	1.1%	i	24.1%
O=C1CCC(C(=O)N2CCCCCCC2)CN1Cc1cccc(C(F)(F)F)c1 (centres undefined)	-2.8%	3.6%	9.2%	5.2%	-6.4%
NC[C@H](Cc1ccccc1)NCCCCC1CCCCC1	x	-8.9%	37.6%	i	-13.5%
C/C(CCc1ccc2c(c1)OCO2)=N\N=C(/N)SC1CC(=O)N(c2ccccc2F)C1=O (centres undefined)	-2.5%	19.5%	46.7%	2.0%	-8.1%

(continued)
SMILES	PhoP GFP inhibition	H37Rv inhibition	tuberculosis growth	inhibitors of VEEV	influenza NS1A	others
COc1cc(/C=N/NC(N)=S)ccc1OCC(=O)Nc1ccc(C)c(C)c1	-3.9%	u	u	8.7%	-16.2%
O=C(NCCCn1ccnc1)c1ccc(S(=O)(=O)N2CCCCCC2)cc1	-0.3%	-2.3%	4.7%	0.9%	-10.8%
COC(=O)CN(c1ccc2c(c1)OCCO2)S(=O)(=O)c1ccccc1	2.4%	-5.1%	-8.8%	0.9%	0.3%
COc1ccccc1NC(=O)NCCc1c[nH]c2ccccc12	-9.3%	2.6%	14.0%	3.7%	-8.1%
CC(C)CNC(=O)COC(=O)/C=C/c1ccccc1[N+](=O)[O-]	2.9%	-5.6%	3.2%	0.1%	-3.4%
O=C(CC1(O)C(=O)N(C/C=C/c2ccccc2)c2ccccc21)c1ccccn1 (centres undefined)	0.1%	-8.6%	69.1%	i	-1.7%
CC(C)C(=O)Nc1cc2c3c(c1)CCC(=O)N3CCC2	4.4%	3.6%	-4.6%	2.5%	-3.5%
CC(C)NCC(O)c1cc(O)cc(O)c1 (centres undefined)	1.9%	-3.3%	-7.2%	i	1.0%
COc1ccc(Cl)cc1NC(=O)NCCN1CCNC1=O	6.8%	0.1%	-12.6%	2.4%	2.2%
CN(C)CCCNC(=O)CC(c1ccc(F)cc1)c1ccco1 (centres undefined)	-6.2%	-3.7%	61.1%	0.4%	-4.2%
CC(=O)NCC(=O)N1CCCC(C(=O)c2ccc(Oc3ccccc3)cc2)C1 (centres undefined)	4.1%	-1.9%	-4.1%	0.3%	0.7%	inhibitors of VEEV 10K pilot screen=1.6
O=C(NCc1ccccc1)C(c1ccc(F)cc1)N(C(=O)c1csnn1)C1CCCC1 (centres undefined)	13.9%	1.3%	26.4%	2.8%	2.7%
COc1ccccc1C(=O)C1CCCN(C(=O)c2ccc(C(C)=O)s2)C1 (centres undefined)	7.7%	4.0%	8.8%	1.8%	5.9%
O=C(c1cc(Br)ccc1Cl)N1CCN(c2ncccn2)CC1	-10.0%	6.2%	12.4%	i	-8.4%
CSc1cc(-c2ccc(Cl)cc2)n(Cc2ccccc2)c(=O)c1C#N	-6.8%	14.6%	-2.4%	6.0%	-0.5%
S=c1sc2c(Cl)ncnc2n1-c1ccccc1	x	x	x	u	-5.1%
CCOc1ccc(S(=O)(=O)Nc2cccc(C(=O)N3CCN(c4cccc(OC)c4)CC3)c2)cc1	-1.6%	u	33.0%	6.7%	1.4%

16 compounds already listed, arranged by SMILES length, smallest number first.
SMILES	PhoP GFP inhibition	H37Rv inhibition	tuberculosis growth	inhibitors of VEEV	influenza NS1A	others
CC(C)NCC(O)c1cc(O)cc(O)c1 (centres undefined)	1.9%	-3.3%	-7.2%	i	1.0%
S=c1sc2c(Cl)ncnc2n1-c1ccccc1	x	x	x	u	-5.1%
NC[C@H](Cc1ccccc1)NCCCCC1CCCCC1	x	-8.9%	37.6%	i	-13.5%
COc1ccc(Cl)cc1NC(=O)NCCN1CCNC1=O	6.8%	0.1%	-12.6%	2.4%	2.2%
COc1ccccc1NC(=O)NCCc1c[nH]c2ccccc12	-9.3%	2.6%	14.0%	3.7%	-8.1%
CN(C)CCCNC(=O)CC(c1ccc(F)cc1)c1ccco1 (centres undefined)	-6.2%	-3.7%	61.1%	0.4%	-4.2%
O=C(c1cc(Br)ccc1Cl)N1CCN(c2ncccn2)CC1	-10.0%	6.2%	12.4%	i	-8.4%
CSc1cc(-c2ccc(Cl)cc2)n(Cc2ccccc2)c(=O)c1C#N	-6.8%	14.6%	-2.4%	6.0%	-0.5%
CC(C)CNC(=O)COC(=O)/C=C/c1ccccc1[N+](=O)[O-]	2.9%	-5.6%	3.2%	0.1%	-3.4%
COc1ccccc1C(=O)C1CCCN(C(=O)c2ccc(C(C)=O)s2)C1 (centres undefined)	7.7%	4.0%	8.8%	1.8%	5.9%
COc1cc(/C=N/NC(N)=S)ccc1OCC(=O)Nc1ccc(C)c(C)c1	-3.9%	u	u	8.7%	-16.2%
CC(=O)NCC(=O)N1CCCC(C(=O)c2ccc(Oc3ccccc3)cc2)C1 (centres undefined)	4.1%	-1.9%	-4.1%	0.3%	0.7%	inhibitors of VEEV 10K pilot screen=1.6
O=C(CC1(O)C(=O)N(C/C=C/c2ccccc2)c2ccccc21)c1ccccn1 (centres undefined)	0.1%	-8.6%	69.1%	i	-1.7%
O=C(NCc1ccccc1)C(c1ccc(F)cc1)N(C(=O)c1csnn1)C1CCCC1 (centres undefined)	13.9%	1.3%	26.4%	2.8%	2.7%
C/C(CCc1ccc2c(c1)OCO2)=N\N=C(/N)SC1CC(=O)N(c2ccccc2F)C1=O (centres undefined)	-2.5%	19.5%	46.7%	2.0%	-8.1%
CCOc1ccc(S(=O)(=O)Nc2cccc(C(=O)N3CCN(c4cccc(OC)c4)CC3)c2)cc1	-1.6%	u	33.0%	6.7%	1.4%
